CHT inh = human CHT choline transport inhibition; Q9GZV3; CHT-expressing cells, membrane potential dye, choline response; stronger effect = lower value; 310,000 compounds, 0.86% hits; B-score at 10 µM; AID 488975;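 active = B-score over 3 SD under the library average, and starting fluorescence ratio not unusually high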;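 also: choline stimulus applied at its EC90 after an EC20 pre-addition; B-score computed on integrated fluorescence ratio after choline addition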
Target sequence (Q9GZV3 whole entry, looked up): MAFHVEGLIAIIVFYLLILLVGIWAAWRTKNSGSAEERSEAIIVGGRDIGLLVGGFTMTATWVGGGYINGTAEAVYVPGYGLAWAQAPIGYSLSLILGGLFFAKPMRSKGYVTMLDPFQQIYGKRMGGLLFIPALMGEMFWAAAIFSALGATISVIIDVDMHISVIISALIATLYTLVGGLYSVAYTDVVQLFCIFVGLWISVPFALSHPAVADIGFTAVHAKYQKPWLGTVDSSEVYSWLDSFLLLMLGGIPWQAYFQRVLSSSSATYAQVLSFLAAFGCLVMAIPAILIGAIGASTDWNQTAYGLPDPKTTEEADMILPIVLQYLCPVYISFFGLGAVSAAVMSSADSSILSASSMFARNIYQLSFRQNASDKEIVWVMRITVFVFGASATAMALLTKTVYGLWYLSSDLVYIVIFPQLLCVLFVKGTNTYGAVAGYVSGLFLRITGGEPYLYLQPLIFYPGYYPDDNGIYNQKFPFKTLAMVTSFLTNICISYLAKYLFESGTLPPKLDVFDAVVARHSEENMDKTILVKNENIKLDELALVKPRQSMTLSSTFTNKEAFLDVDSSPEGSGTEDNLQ
CHT allo act = allosterically activates the human high affinity choline transporter. CHT-expressing cells, membrane potential dye, choline EC20; stronger effect = higher value; LV-AA mutant CHT in HEK293 cells. B-score at 10 µM. 310,000 compounds, 0.49% hits. AID 488977;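 active = initial fluorescence not abnormally high and integrated response B-score, plate-corrected, over 3 SD above library mean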
* hit, by the source's call; i = inactive. This is a random part of the collection; overall some 1.5% were active at least once.

Sample of the layout:
smiles | CHT inh | CHT allo act
COCCN(C(=O)c1ccco1)c1nnc(-c2ccc(OC)c(OC)c2)s1 | i | i
COc1ccccc1C(=O)Nc1ccccc1SC(=O)c1ccccc1OC | i | i
Cc1ccc(N2C(=O)C3C(C2=O)N2C(c4cccs4)C4C(=O)N(c5ccc(C)cc5)C(=O)C4N2C3c2cccs2)cc1 (stereo not given) | i | i

The whole of this part, previewed entries included:
smiles | CHT inh | CHT allo act
COCCN(C(=O)c1ccco1)c1nnc(-c2ccc(OC)c(OC)c2)s1 | i | i
COc1ccccc1C(=O)Nc1ccccc1SC(=O)c1ccccc1OC | i | i
Cc1ccc(N2C(=O)C3C(C2=O)N2C(c4cccs4)C4C(=O)N(c5ccc(C)cc5)C(=O)C4N2C3c2cccs2)cc1 (stereo not given) | i | i
C[C@H](NC(=O)[C@@H]1Cc2ccccc2CN1)C(=O)Nc1ccc2c(c1)OCCO2 | i | i
CCOC(=O)C1=C(OCc2ccc(Cl)cc2)C2C=C(C)C=CC2N=C1 (stereo not given) | i | i
CC(O)[C@H]1CNC(=O)C(=O)N1CC1CCCCC1 (stereo not given in full) | i | i
O=C1c2nccnc2C(=O)N1c1ccc(C(F)(F)F)cc1 | i | i
COc1ccccc1N1CCN(S(=O)(=O)c2cn(C)nc2C)CC1 | i | i
CC1(C)Cc2c(cnn2-c2ccccc2)-c2c1c1ccccc1n2CC(O)CCl (stereo not given) | i | i
Cc1c(NS(=O)(=O)c2ccc(NCC3CCCO3)c([N+](=O)[O-])c2)c(=O)n(-c2ccccc2)n1C (stereo not given) | i | i
COc1ccc(OCC(O)CN(CC(O)COc2ccc(OC)cc2)c2cccc(O)c2)cc1 (stereo not given) | i | i
CCn1c(N)c(C(=O)Nc2ccccc2C(=O)OC)sc1=S | i | i
Cc1cccc(OCC(=O)NCc2ccccc2)c1 | i | i
O=C(O)CCC(=O)Nc1ccc(S(=O)(=O)c2ccc(NC(=O)CCC(=O)O)cc2)cc1 | i | i
CCOc1ccc(N2C(=O)CC(N(C)Cc3ccccc3)C2=O)cc1 (stereo not given) | i | i

Other results
smiles | CHT inh | CHT allo act
COc1ccc(Cl)cc1NC(=O)Nc1ccc(C(=O)N2CCOCC2)cc1 | i | i
Cc1ccc(S(=O)(=O)Nc2cnc3ccccc3c2)cc1 | i | i
Cn1c(CCNC(=O)c2ccccc2F)nnc1SCC(=O)Nc1ccccc1F | i | i
O=C(c1ccc(S(=O)(=O)N2CCCC2)cc1)N1CCC(CN2C(=O)c3cccc4cccc(c34)C2=O)CC1 | i | i
COc1cc(NC(=O)CSc2ncnc3sc4c(c23)CCCC4)c(C(=O)O)cc1OC | i | i
O=C(Nc1cc(C(F)(F)F)ccc1N1CCOCC1)c1ccccc1 | i | i
O=C(O)/C=C/C(=O)NC1CCC(CC2CCC(NC(=O)/C=C/C(=O)O)CC2)CC1 (stereo not given) | i | i
CC1CCN(S(=O)(=O)N2CCC(C(=O)O)CC2)CC1 | i | i
CC(C)CC(=O)Nc1ccc(C(=O)Nc2cccc(O)c2)cc1 | i | i
Nc1ccc(S(=O)(=O)N2CCOCCOCCOCCOCCOCC2)cc1 | i | i
O=C(COC(=O)c1cc2c(s1)CCC2)Nc1ccc(F)cc1 | i | i
Cn1c(Cn2c(=O)sc3ccccc32)nnc1SCC(=O)NCc1ccccc1Cl | i | i
COC(=O)c1nnn(CC(=O)NC(=O)Nc2ccc(F)cc2)c1C(=O)OC | i | i
COc1cc(OC)c(C(=O)N/N=C/c2ccoc2)cc1OC | i | i
O=C(c1ccc2c3c(cccc13)CC2)C1CCCN(C(=O)c2ccc(=O)[nH]c2)C1 (stereo not given) | i | i

Further structures
smiles | CHT inh | CHT allo act
O=C(N/N=C/c1cccc(OCc2ccccc2)c1)c1ccc(Br)o1 | i | i
COc1ccc(N=c2sc3ccccc3n2C)cc1 | i | i
COc1ccc(S(=O)(=O)N2CCC(C)CC2)cc1OC | i | i
CN(C)NC(=O)c1ccsc1NC(=O)c1ccc(S(=O)(=O)N(C)C)cc1 | i | i
CCCCCn1ccc(=O)c2c(C(F)(F)F)nccc21 | i | i
Cc1ccc(S(=O)(=O)N2CN(CC3CCCO3)c3nc4ccccc4nc32)c(C)c1 (stereo not given) | i | i
O=C(CN1C(=O)/C(=C/c2ccccc2)SC1=S)NC1CCS(=O)(=O)C1 (stereo not given) | i | i
Cc1c(C(=O)NCCCc2ccccc2)cccc1[N+](=O)[O-] | i | i
Cc1ccc(C)c2[nH]c(=O)c(CN(CC3CCCO3)C(=S)NCc3ccco3)cc12 (stereo not given) | i | i
COC(=O)c1ccc(NC(=S)NCCc2ccc(OC)cc2)cc1 | i | i
O=C(NNC(=S)Nc1ccc(F)c(Cl)c1)C1CC1 | i | i
O=C(Cc1ccc(Cl)cc1)Nc1ccc(N2CCCC2)cc1 | i | i
O=C(CCc1ccccc1)Nc1ccnn1C1CCN(Cc2ccc(OCCO)cc2)CC1 | i | i
CC1CCC(NC(=O)CN(C)S(=O)(=O)c2cnc[nH]2)CC1 (stereo not given) | i | i
COc1ccc(CNC(=O)NC2CCCCC2)cc1 | i | i

Additional entries follow.
smiles | CHT inh | CHT allo act
Cc1cc[n+](CC2OCc3ccccc3CO2)cc1 | i | i
O=C(NC12CC3CC(CC(C3)C1)C2)c1cccc([N+](=O)[O-])c1 | i | i
O=C(CS(=O)(=O)c1cn(CC(=O)N2CCOCC2)c2ccccc12)NCc1ccccc1 | i | i
O=C(c1ccc2ccccc2c1)N1CCCC1 | i | i
CCOC(=O)C1(CCOc2ccccc2)CCN(Cc2ccc(C)o2)CC1 | i | i
COc1ccc2ccc(Oc3ncccn3)cc2c1 | i | i
CC1(C)C2C(Cl)(Cl)C2(C)c2ccccc2N1C=O (stereo not given) | i | i
O=C(Cn1c(NCCCO)nc2ccccc21)c1ccc(Cl)cc1 | i | i
O=C(O)c1ccc(NC(=O)c2cccs2)cc1 | i | i
CCOc1ccc(-n2c(N)c(C(=O)NCc3ccco3)sc2=S)cc1 | i | i
N/C(CSc1ccc(Cl)cc1)=N\S(=O)(=O)c1ccc(Cl)cc1 | i | i
Cc1ccc(N(CC(=O)NCc2ccccc2)C(=O)CCC(=O)Nc2ccccn2)c(C)c1 | i | i
Cc1ccc2cn[nH]c2c1N | i | i
CCOC(=O)CSc1nnc(NC(=O)CN2CCCCC2)s1 | i | i
COc1ccc(N(CC(=O)N2CCC(C)CC2)S(=O)(=O)c2c(C)nn(C)c2C)cc1 | i | i

The listing continues.
smiles | CHT inh | CHT allo act
O=C(CSc1nc(-c2cccs2)cc(C(F)(F)F)n1)NCc1ccco1 | i | i
CN(C)NC(=O)c1ccsc1NC(=O)c1ccc(S(=O)(=O)N2CCCC2)cc1 | i | i
OCC[C@@H]1C[C@H](O)[C@@H](O)[C@]2(CCc3ccccc3CO2)O1 | i | i
Cc1ccc(-c2nnn(CCC(=O)NC3CCCC3)n2)cc1 | i | i
CC(=O)CC(C)(C)n1nnc(-c2ccccc2)n1 | i | i
COc1ccc(CCNC(=O)Cn2c(=O)n(-c3ccc(F)cc3F)c(=O)c3sccc32)cc1OC | i | i
O=c1ccc2cc(S(=O)(=O)Nc3ccc(F)cc3)ccc2o1 | i | i
NC(=O)c1ccsc1NC(=O)COC(=O)Cc1c[nH]c2ccccc12 | i | i
COc1cccc(CNc2ccc3[nH]c(=O)[nH]c3c2)c1OCc1ccccc1F | i | i
O=C(Nc1ccc(-c2nnn(CC(=O)N3CCN(C(=O)c4ccco4)CC3)n2)cc1)c1ccccc1F | i | i
CC(=O)O[C@H]1CC[C@@]2(C)[C@@H](CC[C@H]3[C@@H]4CC[C@H](C(C)O)[C@@]4(C)CC(=O)[C@@H]32)C1 (stereo not given in full) | i | i
C[C@H](N)c1nnc(SCc2c(Cl)cccc2Cl)o1 | i | i
COc1ccc(OC)c2sc(N(CCN(C)C)C(=O)c3ccc4ccccc4c3)nc12 | i | i
Cc1c(NC(=O)c2cccs2)cccc1-c1nc2ccccc2s1 | i | i
Cc1ccc(C(=O)C2=C(O)C(=O)N(Cc3cccnc3)C2c2cccc([N+](=O)[O-])c2)o1 (stereo not given) | i | i

Compound profiles, as listed above. Order of values: CHT inh, CHT allo act
CC(=O)O[C@H]1CC[C@@]2(C)[C@@H](CC[C@H]3[C@@H]4CC[C@H](C(C)O)[C@@]4(C)CC(=O)[C@@H]32)C1 (stereo not given in full) reads i, i
C[C@H](N)c1nnc(SCc2c(Cl)cccc2Cl)o1 reads i, i

(list continues)
smiles | CHT inh | CHT allo act
Cc1ccc(S(=O)(=O)Oc2ccc(/C=C(/NC(=O)c3ccccc3)C(=O)NCCCC(=O)O)cc2)cc1 | i | i
CCOc1ccc(N2C(=O)Nc3ccccc3C2(O)C(=O)N2CCN(c3ccccn3)CC2)cc1 (stereo not given) | i | i
Cc1ccc(Cn2ccc(NC(=O)c3cc(-c4cccc(Cl)c4)on3)n2)cc1 | i | i
CNc1nc(N)c([N+](=O)[O-])c(NCc2ccccc2)n1 | i | i
O=C(CNC(=O)Cc1ccccc1)NCC(=O)OCC(=O)c1ccc(F)cc1 | i | i
Cc1ccc(C)c(N2CCN(S(=O)(=O)c3cn(C)cn3)CC2)c1 | i | i
COCCNC(=O)NC(=O)COC(=O)c1cc([N+](=O)[O-])ccc1Sc1nc(C)cs1 | i | i
Cn1c(Cc2cccc3ccccc23)nnc1SCC(=O)N1CCN(c2cccc(Cl)c2)CC1 | i | i
COc1ccc(NC(=O)C(C)N2C(=O)c3ccccc3S2(=O)=O)c(OC)c1 (stereo not given) | i | i
COc1ccc(OCC(=O)O/N=C(\N)c2ccc(OC)c(OC)c2)cc1 | i | i
Cc1ccc2c(c1)C1CN(C)CCC1N2C(=O)COc1ccc(N(C)S(=O)(=O)c2cccs2)cc1 (stereo not given) | i | i
O=C(O)C1CCN(S(=O)(=O)N2CCOCC2)CC1 | i | i
Cc1ccc(C(C)NC(=O)c2cc3cc(Br)ccc3oc2=N)cc1 (stereo not given) | i | i
Cc1ccc(Nc2nc(C)cc(C)n2)c(Br)c1 | i | i
Cc1nonc1C(=O)N/N=C/c1ccccc1 | i | i

Next section.
smiles | CHT inh | CHT allo act
CC1=NS(=O)(=O)c2cc(Cl)ccc2N1 | i | i
COc1cc(O)c2c(=O)c(-c3ccc(O[C@@H]4O[C@H](CO)[C@@H](O)[C@H](O)[C@H]4O)cc3)coc2c1 | i | i
Cc1ccc(S(=O)(=O)NCc2ccco2)c(C)c1C | i | i
O=C(CCCCn1c(=O)[nH]c2ccccc2c1=O)NCCc1c[nH]c2ccccc12 | i | i
CC(C)(C)c1ccccc1OCCCCCNCCO | i | i
CCCCN(CC)CCCNC(=O)Cn1nc(Cc2cccnc2)c2ccccc2c1=O | i | i
CCOC(=O)C1CCN(S(=O)(=O)c2ccc3c(ccn3C)c2)CC1 | i | i
COc1cc(/C=N/NC(=O)C[n+]2ccccc2)cc(OC)c1OC(C)=O | i | i
CC(C)CN(CC(C)C)c1nnc(NC(=O)Cn2c(=O)oc3ccccc32)s1 | i | i
CCC(=O)Nc1cnc(NC(=O)c2cccc(F)c2)cc1C | i | i
CCc1ccc(C2=CSC3=NCCN23)cc1 | i | i
CCCCCCCCCCCCCCCC[n+]1cccc(C(=O)N(CC)CC)c1 | i | i
CSCCC(NC(=O)COc1ccccc1)C(=O)OCCOc1ccc(Br)cc1 (stereo not given) | i | i
CCN(CC(=O)Nc1ccccc1C(F)(F)F)C(=O)c1oc2c(Cl)cccc2c1C | i | i
O=C(Nc1ccc(S(=O)(=O)N2CCCCCC2)cc1)c1c(F)cccc1F | i | i

Three entries out of the list, arranged by SMILES length, largest number first:
smiles | CHT inh | CHT allo act
CSCCC(NC(=O)COc1ccccc1)C(=O)OCCOc1ccc(Br)cc1 (stereo not given) | i | i
CCOC(=O)C1CCN(S(=O)(=O)c2ccc3c(ccn3C)c2)CC1 | i | i
CCCCCCCCCCCCCCCC[n+]1cccc(C(=O)N(CC)CC)c1 | i | i

The results go on.
smiles | CHT inh | CHT allo act
O=C(NC(=S)NCCc1ccccn1)c1ccccc1 | i | i
CCOC(=O)c1c(N)sc(C(=O)N(C)C)c1C | i | i
O=C1CC(=C(c2ccccc2)c2ccccc2)C(=O)N1CCCCN1CCN(c2ccccc2)CC1 | i | i
O=C(CSc1nc2scc(-c3ccco3)c2c(=O)n1-c1ccccc1)NCC1CCCO1 (stereo not given) | i | i
COc1cccc(C(=O)Nc2ccccc2)c1 | i | i
CN(C(=O)Cn1nc(C(=O)O)c2ccccc2c1=O)c1ccccc1 | i | i
COc1cc(CNCCNC(=O)c2nonc2N)ccc1OCc1ccc(Cl)cc1 | i | i
Cc1nc2nc(SCC(=O)NCCCN3CCCC(C)C3)nn2c(C)c1Cc1ccccc1Cl (stereo not given) | i | i
O=[N+]([O-])c1cc(Br)cc(C=Nc2ccc3c(c2)OCO3)c1O | -8* | i
CC(=O)C[C@H]1c2ccccc2S(=O)(=O)N1C1CCCCC1 | i | i
N#CC1(c2ccccc2)CCC(=NO)CC1 (stereo not given) | i | i
CN(c1ccc(C(=O)Nc2ccc3c(c2)OCO3)cc1)S(C)(=O)=O | i | i
O=C(CN(CC1CCCO1)C(=O)CCC(=O)Nc1nccs1)NCc1ccc2c(c1)OCO2 (stereo not given) | i | i
O=C(CCc1ccccc1)Nc1ccc(NS(=O)(=O)c2ccccc2)cc1 | i | i
CCN(C(=O)Cn1c(=O)n(-c2cc(OC)c(OC)c(OC)c2)c(=O)c2ccccc21)c1cccc(C)c1 | i | i

(listing goes on)
smiles | CHT inh | CHT allo act
Cc1cc(=O)[nH]c(N2CCc3ccccc3C2)n1 | i | i
CCOC(=O)CC(=O)NC(CC(=O)OC)c1ccc(Br)cc1 (stereo not given) | i | i
COc1ccc(S(=O)(=O)N(CC(=O)NC2CC2)Cc2ccccc2)cc1 | i | i
Cn1cccc1C(=O)OCc1ccc(F)cc1 | i | i
Nc1ncnc2nc(SCC(=O)N3CCN(c4ccccc4)CC3)[nH]c12 | i | i
